TSG101-PTAP inh: blocks PTAP/TSG101 interaction to inhibit HIV-1 budding. Q99816. Fluorescence polarization, FITC-PTAP peptide / Tsg101 binding. Potency, µM (highest dose often 115 µM), for the others: at the highest dose activity change, negative = inhibition, usual class: inhibitors. 340,000 tested, under 10 active; active means well fitted inhibition curve with a large enough effect in the main read-out, with a control signal flat, not every such curve was filed as active; inconclusive means small, poorly fitted or top-dose-only effect, or effect the other way, or a change in a side signal; inactive means no such curve, though single readings can be large or run the other way; further: potency means the concentration at half of the fitted maximal effect; % of control where 0% means no effect
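FP read-out: FITC-PTAP peptide, 50 nM final, binding Tsg101 binding domain, 10 uM final; 20 min, r.t.; 10 mM HEPES pH 7.5, 0.15 M NaCl, 0.01% Tween 20, 3 mM EDTA, 0.1 mM TCEP.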
TCR act: activates T cell receptor signaling; primary human leukocytes, anti-CD3, IL-2 HTRF, 48 h; Potency, µM (highest dose often 9.22 µM), without a hit: top-dose activation of IL-2 secretion, actives largely listed as activators; 330,000 tested, under 10 active; further: % of control where 0% means no effect
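HTRF read-out of IL-2 secretion: europium cryptate donor excited at 320nm, d2 acceptor emission at 665nm. Cells were primary human leukocytes incubated 48 hr with compounds and a-CD3 beads, supplying TCR signal only.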
Eya2 phos inh: Eya2 (human) phosphatase inhibition | O00167 | recombinant Eya2, OMFP fluorescence dephosphorylation (OMFP is methylfluorescein phosphate) | Potency, µM (highest dose often 76.9 µM), for the others: top-dose activity, negative = inhibition, usual class: inhibitors | 330,000 compounds, 0.006% hits | AID 488837; further: potency means the concentration at half of the fitted maximal effect; on the % scale 0 is the no-effect control and ±100 the full control effect
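Eya2 (0.2 uM) preincubated 10 min at ambient with compound, then OMFP substrate added at 50 uM; 10 min reaction in 50 mM HEPES pH 7.5, 50 mM NaCl, 5 uM MgCl2, 0.05% BSA, 1 mM DTT. Fluorescence read at Ex 485/Em 525 nm.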
ELG1 repair inh: ELG1-dependent DNA repair inhibition. HEK293T ELG1-luciferase reporter, luminescence, 16 h; DNA damage induced by 5-fluorouridine. Potency, µM (top dose mostly 46.1 µM), without a hit: top-dose activity change, negative = inhibition, actives largely listed as inhibitors. 330,000 compounds, 2.3% hits. AID 504467; further: potency means the concentration at half of the fitted maximal effect; on the % scale 0 is the no-effect control and ±100 the full control effect; nearly all actives have a fitted effect of over 55% in size
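HEK293T cells expressing luciferase-tagged ELG1 (2,000/well) received 5-Fluorouridine plus compound or DMSO for 16 hr at 37 °C. Luciferase was read by ONE-Glo luminescence after 30 min at room temperature.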
BCR signal inh: blocks chronic active B-cell receptor signaling | Potency, µM (top dose mostly 46.1 µM), inactives show top-dose ratio change, negative = lower green/red ratio, most hits filed as inhibitors | 340,000 compounds, 0.05% hits | ABC-DLBCL IkBa-CBG/CBR reporter, luminescence ratio, 4 h | AID 493014; active means well fitted inhibition curve with a large enough effect in the signal ratio, with a control signal flat, not every such curve was filed as active; inconclusive means small, poorly fitted or top-dose-only effect, or effect the other way, or a change in a side signal; the % refers to the signal ratio;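 further: potency means the concentration at half of the fitted maximal effect; plate controls were basal doxycycline-induced cells for no effect and cells given 10 µM MG132 for full effect; MG132 reads +100%, hits lower the ratio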
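Concentration-response series (up to 46 uM) were applied to TMD8 dual-reporter cells for 4 h at 37C with doxycycline. Green/red ratio, after filter-overlap correction, defined %Activity; red signal alone was normalised to basal cells and zero luminescence.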
Mito fusion yeast: inhibitors of mitochondrial division or activators of mitochondrial fusion; S. cerevisiae fusion-defective mutant growth rescue, CellTiterGlo 48 h; Potency, µM (top dose mostly 46.1 µM), for inactives: top-dose growth rescue (activation), most hits filed as activators; 320,000 compounds, 0.23% hits; AID 485298;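 further: potency means the concentration at half of the fitted maximal effect; % of control where 0% means no effect; nearly all actives have a fitted effect of over 45% in size; temperature-sensitive fusion mutants such as fzo1-1 at 37 °C on non-fermentable ethanol glycerol medium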
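S. cerevisiae fusion-defective temperature-sensitive mutants (e.g. fzo1-1, mgm1-5) grown 48 h at 37C in YPEG (ethanol/glycerol non-fermentable) medium with 23 nl compound per well; growth rescue read as CellTiterGlo luminescence.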
A-T KAP1 phos: candidate therapy for ataxia-telangiectasia | […] A-T fibroblasts, KAP-1 phosphorylation AlphaLISA; neocarzinostatin DNA damage 30 min before lysis | Potency, µM (top dose mostly 57.5 µM), inactives show at the highest dose activation, usual class: activators | 320,000 compounds, 0.19% hits | AID 485349; further: potency means the concentration at half of the fitted maximal effect; % of control where 0% means no effect; nearly all actives have a fitted effect of over 45% in size
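ATM-like activity read as KAP-1 phosphorylation via AlphaLISA donor/acceptor antibody pairs after lysis and 6 hr at 25C. Cells were ATM-null patient fibroblasts ([…], hTERT), dosed 60 min, then exposed to the DSB inducer NCS for 30 min.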
TSHR antagonist: antagonists of human thyroid stimulating hormone receptor; AID 504810; P16473; activity change, negative = inhibition, % at 11.5 µM; 330,000 compounds, 0.2% hits; TSHR-expressing cells, TSH-stimulated cAMP HTRF, 2 h; active compounds read low;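 active means activity change below a set negative limit, meaning inhibition stronger than a set level, cut at about -70% in these data; inconclusive means activity change between two set negative limits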; further: on the % scale 0 is the no-effect control and ±100 the full control effect
Target sequence (P16473 whole entry, looked up): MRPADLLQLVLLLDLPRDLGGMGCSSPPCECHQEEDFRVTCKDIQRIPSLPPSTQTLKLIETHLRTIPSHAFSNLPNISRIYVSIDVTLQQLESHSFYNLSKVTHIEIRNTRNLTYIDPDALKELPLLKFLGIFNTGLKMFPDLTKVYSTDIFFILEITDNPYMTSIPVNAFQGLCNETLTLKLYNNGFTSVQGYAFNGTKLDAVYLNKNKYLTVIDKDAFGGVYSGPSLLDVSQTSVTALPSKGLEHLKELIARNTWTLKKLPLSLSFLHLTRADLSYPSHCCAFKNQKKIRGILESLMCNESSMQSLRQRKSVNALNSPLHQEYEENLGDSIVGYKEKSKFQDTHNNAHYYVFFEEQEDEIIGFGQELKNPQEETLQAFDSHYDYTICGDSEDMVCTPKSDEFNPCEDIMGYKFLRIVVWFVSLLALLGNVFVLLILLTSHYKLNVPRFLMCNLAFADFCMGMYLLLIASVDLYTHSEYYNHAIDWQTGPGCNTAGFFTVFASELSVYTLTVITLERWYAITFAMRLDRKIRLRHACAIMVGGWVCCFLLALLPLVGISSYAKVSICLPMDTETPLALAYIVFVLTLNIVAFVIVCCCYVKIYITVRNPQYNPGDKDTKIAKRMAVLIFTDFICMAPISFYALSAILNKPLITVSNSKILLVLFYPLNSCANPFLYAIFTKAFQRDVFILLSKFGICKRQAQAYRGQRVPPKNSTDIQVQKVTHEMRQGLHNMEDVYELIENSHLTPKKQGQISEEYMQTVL
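TSHR-expressing cells were treated with compounds, then stimulated with TSH at EC80 (4nM final) for 2 hours at 37 deg C. Cellular cAMP was measured by HTRF competition between lysate cAMP and cAMP-d2 for a cryptate-labelled anti-cAMP antibody.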
S-ASM inh: blocks human secretory acid sphingomyelinase; P17405; placental ASM, HMU-PC fluorogenic substrate, 60 min; Potency, µM (top dose mostly 57.5 µM), for inactives: top-dose activity change, negative = inhibition, hits mostly inhibitors; 340,000 compounds, 0.006% hits; further: potency means the concentration at half of the fitted maximal effect
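HMU-PC0 cleavage (9 uM final) by human placental ASM, 60 min at 37 °C following 10 min compound exposure at RT; stopped at pH 10, fluorescence Ex 386/Em 447 nm.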
Integrin act MD: activators of alpha7 integrin expression for muscular dystrophy. alpha7betagal myoblasts, beta-gal FDG fluorescence, 48 h. Potency, µM (doses to about 38.3 µM), for the others: top-dose activation, most hits filed as activators. 350,000 compounds, 0.064% hits. AID 624291;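 further: potency means the concentration at half of the fitted maximal effect; 100% = response of the positive control SU9516; nearly all actives have a fitted effect of over 60% in size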
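Alpha7betagal+/- myoblasts (passage 13) were plated 16-24 hr, then exposed to compounds (1:260 dilution of DMSO stock) for 48 hours at 37C. After MPER lysis, β-galactosidase reporter activity was read as FDG fluorescence (ex 480/em 540) after 30 minutes.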
Tb PFK block: blocks T. brucei phosphofructokinase. 330,000 compounds, 0.17% hits. T. brucei PFK, ADP-Glo luminescence. O15648. Potency, µM (titrated, usually from 57.5 µM), without a hit: top-dose activity, negative = inhibition, usual class: inhibitors;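 further: potency means the concentration at half of the fitted maximal effect; 0% = uninhibited 1x PFK enzyme wells and -100% = no-enzyme wells; nearly all actives have a fitted effect of over 60% in size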
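PFK 1.25 nM, F6P 0.5 mM, ATP 0.1 mM, 0.1 M TEA pH 8.0, 5 mM MgCl2, 0.01% Tween20, 0.1% BSA; 45 min RT. ADP-Glo readout. qHTS titration up to 57 uM; curves fitted, compounds curve-classed.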
An asterisk follows results filed as active; ? = inconclusive; . = not tested or not shown; [ ] = another dose, or the depositor's remark. Unless noted, the call rests on the fitted dose curve; in most records, active means well fitted curve in the direction sought with a large enough effect; inconclusive means small, poorly fitted or top-dose-only effect, or another doubt; inactive means no such curve, though single readings can be large; an effect the other way counts as inactive or inconclusive. Hits appear at their usual frequency. About 3.2% of those tested had a hit in this group.

SMILES	TSG101-PTAP inh	TCR act	Eya2 phos inh	ELG1 repair inh	BCR signal inh	Mito fusion yeast	A-T KAP1 phos	TSHR antagonist	S-ASM inh	Integrin act MD	Tb PFK block
COc1ccc(NC(=O)C2CCCN2C(=O)NCc2ccccc2)cc1OC (stereo not drawn)	2%	-2%[46.1 µM]	-5%	6%	-12%	-4%	.	-1	-1%	-4%	-1%
CCOC(=O)c1c(NC(=O)CSc2nnnn2-c2ccc3c(c2)OCCO3)sc(C)c1C	-2%	3%	0%	?	4%	-6%	6%	5	3%	0%	4%
COc1cc(/C=C2/SC(=S)N(CC(=O)Nc3cccnc3)C2=O)cc(OC)c1OC	-4%	-5%[46.1 µM]	0%	8%	7%	-3%	0%	7	?	23%	-1%
CCc1ccccc1NC(=O)C1C(c2ccccc2)C1(Cl)Cl (stereo not drawn)	0%	0%	10%	-7%	-1%	0%	9%	-2	-11%	-19%	-2%
C/C(=N\Nc1ccc(S(=O)(=O)Nc2ccc(Cl)cc2)cc1[N+](=O)[O-])c1ccc(N2CCOCC2)cc1	-3%	0%[46.1 µM]	2%	-3%	1%	-4%	-16%	2	.	22%	-5%
COc1ccc(OCCOCC(O)CN2CCOCC2)cc1 (stereo not drawn)	-1%	-7%	5%	7%	2%	4%	2%	-9	4%	-3%	-1%
COc1ccc(CCNC(=O)C2CCN(c3nccc(C)n3)CC2)cc1	-1%	-19%	-4%	-5%	-2%	1%	-3%	6	0%	0%	0%
CCCCN([C@H](CO)C(C)C)S(=O)(=O)c1ccccc1Br	2%	4%[46.1 µM]	6%	-9%	?	.	15%	19	3%	4%	-4%
COC(=O)C(C)n1cnc2c(cnn2-c2ccc(Cl)cc2)c1=O (stereo not drawn)	-6%	-6%	-15%	?	2%	1%	14%	-5	6%	14%	9%
Cc1cc(C(=O)CN2C(=O)C(=O)N(Cc3ccco3)C2=O)c(C)n1CCc1ccc(F)cc1	-7%	15%	2%	?	0%	12%	-4%	-18	-3%	0%	-8%
COc1ccc(C(=O)NCC(=O)NCC(=O)OCC(=O)c2ccc(C)cc2)cc1	-2%	-3%	-6%	-10%	-2%	1%	2%	4	0%	0%	0%
O=C1C(Cc2ccccc2)C(c2ccccc2)N1c1ccccc1 (stereo not drawn)	-3%	-1%	-5%	-3%	10%	0%	5%	-4	-6%	10%	-2%
Cc1cc(C)c2cc(C=O)c(Cl)nc2c1	1%	6%	-2%	7%	?	2%	-4%	7	2%	-13%	-4%
COc1ccc(CNCc2ccccc2C(F)(F)F)cc1	-2%	3%	5%	-5%	-3%	-10%	4%	4	8%	8%	1%
Cn1cnc(S(=O)(=O)Nc2ccccc2N2CCOCC2)c1	0%	-1%	2%	1%	1%	4%	4%	3	9%	8%	0%
O=C(NCCC1CCCCN1S(=O)(=O)c1ccccc1)C(=O)NCc1ccncc1 (stereo not drawn)	-3%	3%	-22%	-22%	?	5%	29%	29	0%	?	23%
Nc1nnc(CC(=O)N/N=C/c2ccc(-c3ccccc3Cl)o2)s1	0%	1%[46.1 µM]	-4%	-2%	?	-1%	3%	-7	-1%	-38%	7%
Cc1ccccc1CN1CCN(CC(=O)NC(C)c2ccccc2)CC1 (stereo not drawn)	-1%	.	-20%	-7%	-3%	0%	2%	-11	3%	7%	-4%
O=C(CCc1nnc2ccc(N3CCCCC3)nn12)NCC1CCN(Cc2ccc(F)cc2)CC1	-6%	-11%	11%	14%	0%	0%	6%	11	-1%	-14%	2%
O=c1oc(-c2cccc([N+](=O)[O-])c2)nc2ccccc12	-6%	.	15%	18%	?	2%	-2%	-6	0%	15%	8%
COC(=O)[C@@]1(Cc2ccc(OC)cc2)[C@@H]2C(=CC(=O)[C@H]2CC(=O)C(=O)N(C)C)CN1C(=O)c1ccccc1	1%	-3%	-4%	9.2µM*	?	-1%	1%	-4	11%	4%	25%
COc1ccc(Br)cc1CN1CCN(C(=O)c2ccc(OC)c(OC)c2)CC1	-4%	-2%	7%	?	5%	-1%	2%	-5	2%	3%	-9%
COc1cc(/C=N/Nc2ccccc2C(F)(F)F)ccc1O	0%	7%	-4%	?	?	2%	5%	1	4%	1%	-4%
S=C1N(c2ccccc2)C(c2ccc(Br)cc2)N2CCCN12 (stereo not drawn)	1%	-4%	-4%	6%	4%	4%	-3%	52	-14%	-12%	4%
O=c1[nH]nc(-c2ccc(F)cc2)cc1Cc1cccs1	1%	-8%	-13%	-20%	-9%	11%	8%	10	-2%	-27%	0%

Retrieved by structure from the list above, 3 records:
SMILES	TSG101-PTAP inh	TCR act	Eya2 phos inh	ELG1 repair inh	BCR signal inh	Mito fusion yeast	A-T KAP1 phos	TSHR antagonist	S-ASM inh	Integrin act MD	Tb PFK block
CCc1ccccc1NC(=O)C1C(c2ccccc2)C1(Cl)Cl (stereo not drawn)	0%	0%	10%	-7%	-1%	0%	9%	-2	-11%	-19%	-2%
COc1cc(/C=C2/SC(=S)N(CC(=O)Nc3cccnc3)C2=O)cc(OC)c1OC	-4%	-5%[46.1 µM]	0%	8%	7%	-3%	0%	7	?	23%	-1%
Cn1cnc(S(=O)(=O)Nc2ccccc2N2CCOCC2)c1	0%	-1%	2%	1%	1%	4%	4%	3	9%	8%	0%

Complete entries, looked up by structure. Order of screens: TSG101-PTAP inh | TCR act | Eya2 phos inh | ELG1 repair inh | BCR signal inh | Mito fusion yeast | A-T KAP1 phos | TSHR antagonist | S-ASM inh | Integrin act MD | Tb PFK block
Entry for O=c1oc(-c2cccc([N+](=O)[O-])c2)nc2ccccc12 = -6% | . | 15% | 18% | ? | 2% | -2% | -6 | 0% | 15% | 8%
Entry for COc1cc(/C=C2/SC(=S)N(CC(=O)Nc3cccnc3)C2=O)cc(OC)c1OC = -4% | -5%[46.1 µM] | 0% | 8% | 7% | -3% | 0% | 7 | ? | 23% | -1%

(more compounds)
SMILES	TSG101-PTAP inh	TCR act	Eya2 phos inh	ELG1 repair inh	BCR signal inh	Mito fusion yeast	A-T KAP1 phos	TSHR antagonist	S-ASM inh	Integrin act MD	Tb PFK block
COc1ccccc1C(=O)N/N=C(\C)c1ccc(NC(=O)C2CC2)cc1	2%	7%[46.1 µM]	6%	-4%	-3%	-8%	8%	3	12%	8%	-4%
O=C(COc1ccc(F)cc1)Nc1nnc(-c2ccncc2)s1	9%	-4%	17%	-7%	-14%	1%	2%	0	9%	10%	-3%
O=C(NC(=S)Nc1cccc(Cl)c1N1CCOCC1)c1cccs1	-1%	-7%	1%	?	1%	-1%	-1%	-5	-6%	-8%	-2%
O=C(CSc1nnc(Cc2ccccc2)o1)NC1CCCCC1	5%	3%	8%	17%	-7%	2%	3%	2	8%	5%	-8%
Cc1ccc(Nc2ncnc3sccc23)c(C)c1	-1%	-2%	18%	?	?	5%	3%	-11	0%	4%	2%
Cc1ccc(/C=N/N2C(=O)C3C(C2=O)C2C=CC3C23CC3)o1 (stereo not drawn)	-15%	-21%	-5%	?	-1%	1%	-10%	3	2%	29%	2%
NC(=NC(=O)c1ccc(OC(F)(F)F)cc1)c1ccc(C(F)(F)F)cn1	0%	-5%	4%	15%	4%	-3%	2%	-7	-5%	32%	1%
Cc1ccc(S(=O)(=O)N(CC(=O)Nc2ccc(C)c(Cl)c2)C(=O)N2CCN(C)CC2)cc1	1%	-2%	0%	15%	1%	6%	1%	7	0%	8%	3%
Cc1ccc(CNC(=O)COC(=O)c2ccc(S(=O)(=O)N3CCCCCC3)cc2)cc1	-4%	0%	31%	10%	-1%	5%	1%	22	0%	4%	-1%
COc1cc2c(cc1OC)C1Cc3ccc(OC)c(OC)c3C[N+]1([O-])CC2 (stereo not drawn)	-5%	-1%	-6%	24%	-3%	19%	-3%	-4	6%	11%	-4%
